GLP-1R agonist – agonists of human GLP-1 receptor; HEK293 GLP-1R CRE-luciferase, luminescence, 4-6 h; cells express a hypersensitive GLP-1R form; Potency, µM (top dose mostly 45.6 µM), for the others: top-dose activation, usual class: activators; hit rate 0.007% among 380,000; AID 624172; note: potency is the fitted concentration of half-maximal effect; % of control where 0% means no effect
PI5P4K alpha inh – PI5P4K alpha (human) kinase inhibition; P48426; PI5P4Kalpha enzyme, ADP-Glo luminescence, 60 min; stronger effect = lower value; max response, %; hit rate 1.2% among 330,000; active = max response of -50% or lower; inconclusive = between -30% and -50%; inactive = -30% or higher; note: value at the top dose of about 77 µM; % is set by controls: 0 for no effect and ±100 for the full control effect
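ADP-Glo luminescence end-point read after a 60 min room-temperature kinase reaction of PI5P4Kalpha plus substrate, initiated with ATP at 5 microM final. Buffer: 0.038 M HEPES pH 7.4, EGTA, 0.1% CHAPS, 5% DMSO.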
D3 antag – blocks the human D3 dopamine receptor. P35462. D3R cells, DiscoveRx beta-arrestin luminescence, antagonist mode; stronger effect = lower value. max response, negative = inhibition, %. hit rate 2.5% among 360,000; in the data active = max response below about -50%; inconclusive = no clear call, values can overlap the other calls; note: % is set by controls: 0 for no effect and ±100 for the full control effect; mostly tested at two doses, the higher about 12 µM
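Cells plated overnight at 1500 cells/well, then exposed to library compounds with dopamine controls for 90 minutes at 37 degrees C. DiscoveRx reagent added for 30–60 minutes at room temperature; luminescence read, quantitative HTS format.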
D3 ag – agonists of human D3 dopamine receptor. D3R DiscoveRx beta-arrestin cells, luminescence, 90 min. hit rate 0.58% among 410,000. max activation, %; in the data active = max activation above about 30%; note: 0% is about no effect; mostly tested at two doses, the higher about 12 µM
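Agonist-mode cell screen: cells plated at 1500/well and incubated overnight at 37 °C, then exposed to library compounds for 90 min at 37 °C. Detection reagent was added for 30–60 min at room temperature, and luminescence was read.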
IL2 activator – activators of IL-2; activation, % (series mostly up to about 46 µM); hit rate 0.065% among 360,000; AID 652025; IL-2 activation reporter assay, cell-based qHTS; stimulated with anti-CD3/CD4/CD28 beads; in transgenic mouse T cells; in the data active = activation above about 50%; inconclusive = mostly about 30% to 49%; note: 0% is about no effect
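Using fluorescent plate cytometry, EGFP and DsRed are detected in transgenic mouse T cells stimulated 18 h at 37 degrees C with antibody-coated beads after 60 min compound pretreatment.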
GLP-1R inv ag – GLP-1 receptor (human) inverse agonism; P43220; HEK293 GLP-1R CRE-luciferase, luminescence, 24 h; GLP-1R form is constitutively active; Potency, µM (doses to about 38.3 µM), inactives show at the highest dose activity change, negative = inhibition, most hits filed as inhibitors; hit rate 1.6% among 410,000; note: potency is the fitted concentration of half-maximal effect; % is set by controls: 0 for no effect and ±100 for the full control effect; nearly all actives have a fitted effect of over 55% in size
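Using stably transfected HEK293 (constitutively active GLP-1R, cAMP-luciferase reporter), compounds were incubated 24 hr and luciferase measured by luminescence.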
WRN inhibitor – WRN helicase (human) inhibition; Q14191; WRN helicase unwinding, fluorescent forked duplex, kinetic; Potency, µM (series often up to 114 µM), for inactives: top-dose activity change, negative = inhibition, hits mostly inhibitors; hit rate 0.46% among 360,000; note: potency is the fitted concentration of half-maximal effect; % is set by controls: 0 for no effect and ±100 for the full control effect; nearly all actives have a fitted effect of over 55% in size
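Kinetic red-fluorescence monitoring (525/598 nm) tracks WRN helicase activity after 100 nM fluorophore-quencher forked duplex and 2 mM ATP are added to 20 nM enzyme pretreated 15 min at room temperature with compound.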
PLK1 PBD block – inhibitors of human PLK1 polo-box domain binding | Plk1 PBD binding of FITC phosphopeptide, fluorescence polarization | Potency, µM, for inactives: max response, negative = inhibition, most hits filed as inhibitors | P53350 | hit rate 2.8% among 360,000; note: potency is the fitted concentration of half-maximal effect; series mostly up to about 57 µM; % is set by controls: 0 for no effect and ±100 for the full control effect; nearly all actives have a fitted effect of over 65% in size
GLP1R cytotox – cytotoxic in the GLP-1 receptor inverse agonist counter-screen; AID 624418; HEK293 cAMP-luciferase reporter cells, luminescence, 24 h; hit rate 0.13% among 410,000; Potency, µM (series often up to 38.3 µM), inactives show at the highest dose activity change, negative = inhibition, most hits filed as inhibitors;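 note: loss of luciferase light is scored as toxicity; potency is the fitted concentration of half-maximal effect; % is set by controls: 0 for no effect and ±100 for the full control effect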
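Compound-treated cells are incubated 24 hr at 37 deg C under 5% CO2 after a 12 hour attachment period, then luciferase detection reagent is added and luminescence is measured following 12 min at room temperature; lowered signal indicates toxicity.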
* hit, by the source's call; ? = inconclusive; / = not tested or not shown; [ ] = another dose, or the depositor's remark. Unless noted, calls come from the whole dose curve; as a rule, active = well fitted curve in the direction sought with a large enough effect; inconclusive = small, poorly fitted or top-dose-only effect, or another doubt; inactive = no such curve, though single readings can be large; an effect the other way counts as inactive or inconclusive.

1) [N-]=[N+]=CC(=O)C(O)(c1ccccc1)C(Cl)c1ccccc1 (stereo unspecified)
2) O=C(N/C(=C/c1cccs1)C(=O)N1CCOCC1)c1ccccc1
3) Cc1cccc(C(=O)c2cnc3ccccc3c2-c2ccccc2)c1
4) CCS(=O)(=O)NCCc1cc2cc(C)c(C)cc2[nH]c1=O
5) CC(=O)N1CCc2cc(S(=O)(=O)NCCC(=O)NCCc3ccccc3)ccc21

assay / compound,1,2,3,4,5
GLP-1R agonist,0%,-1%,0%,4%,-1%
PI5P4K alpha inh,4,7,/,-9,-2
D3 antag,-9,-20,28,-8,20
D3 ag,1,-7,3,-6,2
IL2 activator,0.0,-0.3,-0.6,-0.6,-1.3
GLP-1R inv ag,?,7%,-25%,5%,1%
WRN inhibitor,5%,6%,0%,2%,17%
PLK1 PBD block,-4%,-9%,-1%,-4%,-5%
GLP1R cytotox,13%,2%,0%,-17%,-14%

Entries of single compounds as entered above:
Results for CCS(=O)(=O)NCCc1cc2cc(C)c(C)cc2[nH]c1=O = GLP-1R agonist = 4%; PI5P4K alpha inh = -9; D3 antag = -8; D3 ag = -6; IL2 activator = -0.6; GLP-1R inv ag = 5%; WRN inhibitor = 2%; PLK1 PBD block = -4%; GLP1R cytotox = -17%
Results for O=C(N/C(=C/c1cccs1)C(=O)N1CCOCC1)c1ccccc1 = GLP-1R agonist = -1%; PI5P4K alpha inh = 7; D3 antag = -20; D3 ag = -7; IL2 activator = -0.3; GLP-1R inv ag = 7%; WRN inhibitor = 6%; PLK1 PBD block = -9%; GLP1R cytotox = 2%
Results for Cc1cccc(C(=O)c2cnc3ccccc3c2-c2ccccc2)c1 = GLP-1R agonist = 0%; PI5P4K alpha inh = /; D3 antag = 28; D3 ag = 3; IL2 activator = -0.6; GLP-1R inv ag = -25%; WRN inhibitor = 0%; PLK1 PBD block = -1%; GLP1R cytotox = 0%

Next results follow:
6) CN(C)/N=C/c1ccc(N2CCOCC2)cc1
7) COc1ccc2c(CC(=O)Nc3nccs3)coc2c1
8) O=C(N/N=C/c1cccs1)C1COc2ccccc2O1 (stereo unspecified)
9) COc1cc(Br)cc(/C=N/N(CCO)C2=NS(=O)(=O)c3ccccc32)c1OC
10) COc1cccc(NC(=O)CSc2nc3ccccc3c(=O)n2C)c1

assay / compound,6,7,8,9,10
GLP-1R agonist,-5%,5%,5%,?,5%
PI5P4K alpha inh,-4,-11,/,0,-3
D3 antag,-10,-3,-14,-6,23
D3 ag,10,-4,-16,1,9
IL2 activator,-1.7,-1.4,-1.5,-0.2,-0.1
GLP-1R inv ag,1%,21%,-1%,90%[activator],0%
WRN inhibitor,-3%,0%,-5%,12%,9%
PLK1 PBD block,-12%,-2%,-9%,-20%,0%
GLP1R cytotox,-5%,4%,?,0%,-3%

11) COCCNc1nc(Nc2ccc(Cl)cc2F)c2sccc2n1
12) Cc1ccccc1C(=O)N1CCC(C(=O)Nc2ccccc2N2CCCC2)CC1
13) CCCn1nc(NC(=O)c2ccco2)c2cc3ccc(C)cc3nc21
14) O=C1CC(=C2c3ccccc3-c3ccccc32)C(=O)N1CCCCN1CCN(c2ccccc2)CC1
15) Cc1noc2ncc(C(=O)c3cc(F)ccc3O)cc12

assay / compound,11,12,13,14,15
GLP-1R agonist,0%,12%,5%,-8%,0%
PI5P4K alpha inh,6,-2,5,/,13
D3 antag,87,0,-16,-55*,0
D3 ag,4,1,-3,1,-6
IL2 activator,-0.6,0.4,0.1,-2.7,-0.3
GLP-1R inv ag,3%,-21%,?,?,-14%
WRN inhibitor,-9%,-3%,-8%,10%,-6%
PLK1 PBD block,-13%,-4%,-16%,-9%,-18%
GLP1R cytotox,4%,-5%,271%[activator],-6%,4%

16) CC(C)(C)N1CC(OC(N)=O)C1
17) COc1cc(NC(=O)CN(C)S(=O)(=O)c2ccc(-c3ccc(=O)[nH]n3)s2)cc(OC)c1
18) CCC(C)OC(=O)C1=C(C)O[C@]23OC(N)=C(C#N)[C@]12C(=O)c1ccccc13 (stereo partly specified)
19) COc1cc(/C=N/Nc2nc(=O)[nH]nc2C)cc(OC)c1O
20) C/C(=N\NC(=O)c1nnn(-c2nonc2N)c1C(C)C)c1ccncc1

assay / compound,16,17,18,19,20
GLP-1R agonist,-2%,-2%,21%,11%,14%
PI5P4K alpha inh,5,1,-3,-30,-1
D3 antag,10,13,0,-9,-10
D3 ag,-2,3,3,10,25
IL2 activator,-1.0,0.8,1.8,3.7,0.6
GLP-1R inv ag,9%,6%,24%,15%,5%
WRN inhibitor,4%,5%,-6%,?,-18%
PLK1 PBD block,2%,-2%,-13%,21µM*,-22%
GLP1R cytotox,-2%,0%,3%,-7%,-9%

21) COc1ccc(OC)c(-n2c(SCC(=O)N3CCc4ccccc43)nc3c(c2=O)SCC3)c1
22) CN1C(=O)CC(c2cn(Cc3ccccc3)c3ccccc23)C1=O (stereo unspecified)
23) O=C1NC(c2ccc(O)cc2)Nc2ccccc21 (stereo unspecified)
24) O=C(NC1CC1)C1=C[C@@H](c2csc3ccccc23)C[C@@H](OCCCCO)O1
25) CN(C)C(=O)CCc1ccc2c3c([nH]c2c1)[C@]1(CCc2ccccc2)[C@@H](C(=O)N2CCCCC2)C[C@H](CC(=O)NCc2ccco2)C(=O)N1CC3

assay / compound,21,22,23,24,25
GLP-1R agonist,-6%,5%,0%,4%,-2%
PI5P4K alpha inh,2,-14,7,0,4
D3 antag,5,-8,0,-15,3
D3 ag,0,7,-5,9,1
IL2 activator,-1.9,0.6,1.9,0.4,-0.4
GLP-1R inv ag,6%,-12%,-28%,9%,-27%
WRN inhibitor,-1%,-4%,2%,5%,-6%
PLK1 PBD block,0%,2%,0%,0%,1%
GLP1R cytotox,-34%,27%,5%,-3%,7%

26) CCN(CC)S(=O)(=O)c1cc(NC(=O)c2ccc(Br)s2)ccc1C
27) CC(=O)OC(C(=O)NC1CCCCC1)c1ccc(Cl)c(Cl)c1 (stereo unspecified)
28) COC(=O)N1CCCC(c2cc(C(=O)Nc3ccccc3Cl)no2)C1 (stereo unspecified)
29) Cc1ccc(N2CC(C(=O)Nc3nnc(SCC(N)=O)s3)CC2=O)cc1 (stereo unspecified)
30) N=c1sccn1CC(=O)Nc1ccc([N+](=O)[O-])cc1Cl

assay / compound,26,27,28,29,30
GLP-1R agonist,11%,-6%,26%,-9%,5%
PI5P4K alpha inh,-29,1,0,-11,0
D3 antag,-4,3,38,13,-28
D3 ag,-2,3,7,1,-5
IL2 activator,-2.8,1.3,-0.7,-0.4,1.8
GLP-1R inv ag,?,?,-6%,16%,?
WRN inhibitor,-9%,-3%,-3%,-25%,-5%
PLK1 PBD block,19µM*,1%,-5%,-11%,-22%
GLP1R cytotox,-3%,3%,-6%,22%,?

Reprinted from the part before: 2 compounds; new compounds follow.
29) Cc1ccc(N2CC(C(=O)Nc3nnc(SCC(N)=O)s3)CC2=O)cc1 (stereo unspecified)
30) N=c1sccn1CC(=O)Nc1ccc([N+](=O)[O-])cc1Cl
31) Cc1ccc(/C=N/NC(=O)c2ccc(C(=O)N/N=C/c3ccc(C)s3)o2)s1
32) Cc1ccc(CNC(=O)Nc2nnc([C@H]3C[C@H](O)[C@@H](CO)O3)s2)cc1
33) CCCNC(=O)c1cc(C2CCCN(S(=O)(=O)c3cccc4cccnc34)C2)on1 (stereo unspecified)
34) CC1CCC(C(=O)NC(C(=O)NCc2ccccn2)C(C)C)CC1 (stereo unspecified)
35) CCc1nc2ccc(C(=O)N(C)Cc3ccccc3)cn2c1N(CC)CCN(C)C

assay / compound,29,30,31,32,33,34,35
GLP-1R agonist,-9%,5%,-2%,-2%,18%,1%,4%
PI5P4K alpha inh,-11,0,-12,?,-6,2,0
D3 antag,13,-28,9,11,-15,-13,-14
D3 ag,1,-5,-3,-10,13,13,3
IL2 activator,-0.4,1.8,2.6,-0.6,-0.5,-0.7,-0.6
GLP-1R inv ag,16%,?,21%,-1%,-13%,2%,-3%
WRN inhibitor,-25%,-5%,-6%,-7%,13%,-18%,12%[57.1 µM]
PLK1 PBD block,-11%,-22%,2%,7%,2%,-5%,-5%
GLP1R cytotox,22%,?,15%,3%,-2%,-1%,0%

36) CC(=O)Nc1ccc(Oc2nc(-c3cccnc3)nc3sc4c(c23)CCCC4)cc1
37) CCOc1ccc(NS(=O)(=O)c2ccc(C(=O)N(C)CCc3ccc(OC)c(OC)c3)cc2)cc1
38) CCN1CCN(C(=O)CCc2nnc(CCc3ccccc3OC)o2)[C@@H](C)C1=O
39) O=C(Nc1ccc2c(c1)OCCO2)C(CCc1ccccc1)N(Cc1ccccc1)Cc1ccccc1 (stereo unspecified)
40) COc1nc(NCCc2ccc(OC)c(OC)c2)nc(Nc2ccccc2)n1

assay / compound,36,37,38,39,40
GLP-1R agonist,6%,21%,-4%,-1%,22%
PI5P4K alpha inh,5,0,-4,0,9
D3 antag,15,6,-5,0,8
D3 ag,3,3,-1,-2,21
IL2 activator,-0.8,-4.6,-1.4,-0.1,0.1
GLP-1R inv ag,25%,55%[activator],?,?,?
WRN inhibitor,-2%,-24%,8%,1%,-27%
PLK1 PBD block,-2%,5%,-5%,-3%,-3%
GLP1R cytotox,-10%,25%,-4%,-4%,-30%

41) O=C1c2ccccc2C(=O)C12OC(c1ccccc1)C1(C(=O)c3ccccc3C1=O)C2c1ccc([N+](=O)[O-])cc1 (stereo unspecified)
42) O=C(N/N=C\c1ccc(Sc2ccccn2)o1)c1cccc(F)c1
43) CC1=C(C(=O)N(C(C)C)C(C)C)CC(CC(=O)NC2CC2)C(=O)N1CCCN1CCCC1=O (stereo unspecified)
44) CN(CC1CCCN(CCc2ccc(Cl)cc2)C1)C(=O)c1ccco1 (stereo unspecified)

assay / compound,41,42,43,44
GLP-1R agonist,-28%,3%,-5%,9%
PI5P4K alpha inh,-2,/,5,3
D3 antag,8,-16,23,-8
D3 ag,0,-5,10,-12
IL2 activator,0.1,-1.0,-0.6,3.4
GLP-1R inv ag,-14%,?,32%[activator],?
WRN inhibitor,5%,-4%,-10%,-2%
PLK1 PBD block,-9%,-7%,0%,-3%
GLP1R cytotox,15%,-7%,0%,6%

Bioassay records as filed in PubChem BioAssay.
